Screens from PubChem.
PTAP TSG101 blk – qHTS Assay for Iinhibitors of HIV-1 Budding by Blocking the Interaction of PTAP/TSG101 | Potency, µM (series often up to 115 µM), without a hit: at the top dose activity change, negative = inhibition, actives largely listed as inhibitors | Tumor susceptibility gene 101 protein (Homo sapiens), Q99816 | 340,000 tested, under 10 active | AID 493005, 2010 | Fluorescence polarization, FITC-PTAP peptide / Tsg101 binding; active means well fitted inhibition curve with a large enough effect in the main read-out, with a control signal flat, not every such curve was filed as active; inconclusive means small, poorly fitted or top-dose-only effect, or effect the other way, or a change in a side signal; inactive means no such curve, though single readings can be large or run the other way; further: potency means the concentration at half of the fitted maximal effect; % of control where 0% means no effect
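Fluorescence anisotropy tracks displacement of a FITC-tagged PTAP peptide (50 nM) from the Tsg101 binding domain (10 uM), following a 20 min room-temperature incubation at pH 7.5.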
MBNL1 CUG block – qHTS Assay for Inhibitors of MBNL1-poly(CUG) RNA binding. Muscleblind-like protein 1 (Homo sapiens), Q9NR56. TR-FRET MBNL1-His/biotin-(CUG)12 binding, 665/545 ratio. Potency, µM (titrated, usually from 57.5 µM), inactives show at the highest dose activity change, negative = inhibition, usual class: inhibitors. 0.036% of 280,000 active; active means well fitted inhibition curve with a large enough effect in the signal ratio, with a control signal flat, not every such curve was filed as active; inconclusive means small, poorly fitted or top-dose-only effect, or effect the other way, or a change in a side signal; inactive means no such curve, though single readings can be large or run the other way; the % refers to the signal ratio; further: potency means the concentration at half of the fitted maximal effect; on the % scale 0 is the no-effect control and ±100 the full control effect
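MBNL1-His + Biotin-(CUG)12, cpd titration 92 nM–58 uM; Tb anti-His Ab 0.055 ng/ul, SA-XL665 5 nM (final); 60 min RT; ratiometric 665/545 nm, Ex 340 nm; normalized to buffer and full-complex controls.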
Integrin act MD – qHTS for Activators of Integrin-Mediated Alleviation for Muscular Dystrophy | Potency, µM (highest dose often 38.3 µM), for inactives: at the highest dose activation, hits mostly activators | 0.064% of 350,000 active | alpha7betagal myoblasts, beta-gal FDG fluorescence, 48 h;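 further: potency means the concentration at half of the fitted maximal effect; 100% = response of the positive control SU9516; nearly all actives have a fitted effect of over 60% in size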
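Alpha7betagal+/- myoblasts (passage 13) were plated 16-24 hr, then exposed to compounds (1:260 dilution of DMSO stock) for 48 hours at 37C. After MPER lysis, β-galactosidase reporter activity was read as FDG fluorescence (ex 480/em 540) after 30 minutes.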
MLL CXXC-DNA inh – qHTS Fluorescence Polarization Assay for Inhibitors of MLL CXXC domain - DNA interaction; Histone-lysine N-methyltransferase 2A (Homo sapiens), Q03164; MLL-CXXC / FITC-HOXA9 DNA fluorescence polarization; Potency, µM (highest dose often 115 µM), inactives show at the top dose activity change, negative = inhibition, actives largely listed as inhibitors; 0.037% of 290,000 active; AID 2662, 2010; active means well fitted inhibition curve with a large enough effect in the polarisation, with a control signal flat, not every such curve was filed as active; inconclusive means small, poorly fitted or top-dose-only effect, or effect the other way, or a change in a side signal; inactive means no such curve, though single readings can be large or run the other way; the % refers to the polarisation; further: potency means the concentration at half of the fitted maximal effect
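Fluorescence polarization: 7 uM MLL-CXXC (stock) preincubated 5 min with compounds, then 50 nM fluorescein-HOX-A9 DNA (stock) added; 30 min ambient. Buffer 50 mM Tris-HCl pH 7.5, 50 mM NaCl, 1 mM DTT, 0.05% BSA.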
S-ASM inh – Inhibitors of Secretory Acid Sphingomyelinase (S-ASM): qHTS; Sphingomyelin phosphodiesterase (Homo sapiens), P17405; placental ASM, HMU-PC fluorogenic substrate, 60 min; Potency, µM (titrated, usually from 57.5 µM), for inactives: at the top dose activity change, negative = inhibition, actives largely listed as inhibitors; 0.006% of 340,000 active; AID 504937, 2011; further: potency means the concentration at half of the fitted maximal effect
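qHTS format. ASM enzyme prepared from human placenta hydrolyses the fluorogenic substrate HMU-PC0 (9 uM final) over 60 min at 37 °C after a 10 min compound preincubation.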
Menin MLL FP TR – qHTS Assay for Inhibitors Targeting the Menin-MLL Interaction in MLL Related Leukemias: Competition With Texas Red Labeled MLL-derived Mutant Peptide. Potency, µM (doses to about 61.6 µM), inactives show top-dose FP activity change, negative = inhibition, hits mostly inhibitors. Menin + Texas Red MLL mutant peptide, fluorescence polarization. 0.23% of 270,000 active. O00255; active means well fitted inhibition curve with a large enough effect in the polarisation, with a control signal flat, not every such curve was filed as active; inconclusive means small, poorly fitted or top-dose-only effect, or effect the other way, or a change in a side signal; inactive means no such curve, though single readings can be large or run the other way; the % refers to the polarisation; further: potency means the concentration at half of the fitted maximal effect; % of control where 0% means no effect; many of its hits are not listed in these tables
AT treatment – qHTS Assay for Identifying a Potential Treatment of Ataxia-Telangiectasia; Potency, µM (top dose mostly 57.5 µM), for inactives: at the top dose activation, usual class: activators; 0.19% of 320,000 active; […] A-T fibroblasts, KAP-1 phosphorylation AlphaLISA; neocarzinostatin DNA damage 30 min before lysis; further: potency means the concentration at half of the fitted maximal effect; % of control where 0% means no effect; nearly all actives have a fitted effect of over 45% in size
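hTERT-immortalized A-T patient fibroblasts ([…]), 500 cells/well in OPTI-MEM, 1% FBS, got compounds for 60 min, then NCS for 30 min at 37C. Lysates were then assayed for phospho-KAP-1 by AlphaLISA (anti-pKAP1 donor, anti-KAP1 acceptor beads), 6 hr at 25C.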
Mito fusion yeast – qHTS Assay for Small Molecule Inhibitors of Mitochondrial Division or Activators of Mitochondrial Fusion; 0.23% of 320,000 active; S. cerevisiae fusion-defective mutant growth rescue, CellTiterGlo 48 h; Potency, µM (titrated, usually from 46.1 µM), for inactives: at the highest dose growth rescue (activation), actives largely listed as activators;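 further: potency means the concentration at half of the fitted maximal effect; % of control where 0% means no effect; nearly all actives have a fitted effect of over 45% in size; temperature-sensitive fusion mutants such as fzo1-1 at 37 °C on non-fermentable ethanol glycerol medium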
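Luminescent cell viability in 1536-well qHTS format served as the measure of rescued growth in ts fusion-mutant S. cerevisiae cultured on non-fermentable YPEG for 48 hours at 37C.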
TCR activator – Activators of T cell receptors: qHTS campaign; primary human leukocytes, anti-CD3, IL-2 HTRF, 48 h; Potency, µM (top dose mostly 9.22 µM), for inactives: at the highest dose activation of IL-2 secretion, hits mostly activators; 330,000 tested, under 10 active; AID 504894, 2011; further: % of control where 0% means no effect
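Readout: HTRF IL-2, Eu-cryptate/d2 antibody pair, 320nm excitation, 665nm emission. Stimulus: a-CD3 beads, no co-stimulation. Cells: primary human leukocytes. Exposure: 48 hr with compound.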
TSHR antagonist – Antagonists of the Thyroid Stimulating Hormone Receptor: HTS campaign; AID 504810, 2011; Thyrotropin receptor (Homo sapiens), P16473; 0.2% of 330,000 active; activity change, negative = inhibition, % at 11.5 µM; TSHR-expressing cells, TSH-stimulated cAMP HTRF, 2 h; stronger effect = lower value;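 active means activity change below a set negative limit, meaning inhibition stronger than a set level, cut at about -70% in these data; inconclusive means activity change between two set negative limits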; further: on the % scale 0 is the no-effect control and ±100 the full control effect
Target sequence (P16473 whole entry, looked up): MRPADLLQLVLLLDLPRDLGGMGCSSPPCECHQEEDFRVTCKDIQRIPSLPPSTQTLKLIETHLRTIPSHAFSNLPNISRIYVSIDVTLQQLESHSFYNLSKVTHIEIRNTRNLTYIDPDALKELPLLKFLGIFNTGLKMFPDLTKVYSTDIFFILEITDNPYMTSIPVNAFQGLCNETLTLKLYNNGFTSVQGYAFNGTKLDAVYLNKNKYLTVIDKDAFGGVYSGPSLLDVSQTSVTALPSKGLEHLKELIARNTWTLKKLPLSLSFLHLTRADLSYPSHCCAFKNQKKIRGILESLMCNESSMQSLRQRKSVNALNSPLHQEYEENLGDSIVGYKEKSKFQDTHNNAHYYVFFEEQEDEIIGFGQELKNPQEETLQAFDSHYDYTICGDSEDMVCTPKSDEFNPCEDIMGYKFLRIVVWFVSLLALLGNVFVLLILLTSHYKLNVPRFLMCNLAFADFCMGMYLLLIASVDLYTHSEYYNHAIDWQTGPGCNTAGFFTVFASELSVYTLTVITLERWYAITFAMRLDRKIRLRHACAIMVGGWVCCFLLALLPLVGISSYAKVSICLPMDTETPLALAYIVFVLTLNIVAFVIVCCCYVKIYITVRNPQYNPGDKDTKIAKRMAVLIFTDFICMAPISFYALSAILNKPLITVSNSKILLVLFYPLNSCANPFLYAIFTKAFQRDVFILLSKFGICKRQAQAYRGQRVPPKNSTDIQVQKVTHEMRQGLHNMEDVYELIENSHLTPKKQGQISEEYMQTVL
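Inhibition of cAMP made by TSHR-expressing cells under TSH stimulation (4nM final, EC80; 2 h, 37 deg C) is quantified with a one-step lysis HTRF kit, anti-cAMP cryptate versus cAMP-d2.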
The depositor's hits bear a star; ? = inconclusive; · = no result given; [ ] = another dose, or the depositor's remark. Unless noted, the call rests on the fitted dose curve; in most records, active means well fitted curve in the direction sought with a large enough effect; inconclusive means small, poorly fitted or top-dose-only effect, or another doubt; inactive means no such curve, though single readings can be large; an effect the other way counts as inactive or inconclusive. Only part of the results is shown (hit frequency here may not be typical).

SMILES | PTAP TSG101 blk | MBNL1 CUG block | Integrin act MD | MLL CXXC-DNA inh | S-ASM inh | Menin MLL FP TR | AT treatment | Mito fusion yeast | TCR activator | TSHR antagonist
CC(C)C(NC(=O)c1c(F)cccc1F)C(=O)N1CCN(S(=O)(=O)/C=C/c2ccccc2)CC1 (stereo not drawn) | 1% | · | ? | · | -1% | · | 9% | 2% | -2% | 9
CCOc1ccc(-n2c(C)nc3cc(C(=O)NCCCN4CCOCC4)ccc32)cc1 | -11% | -6% | 10% | 0% | -1% | -6% | -4% | 1% | 1% | 44
COc1ccc(CCOC(=O)CNC(=O)c2ccc(Cl)cc2Cl)cc1 | · | -7% | 16% | 4% | 0% | · | 13% | 1% | -3% | 0
CCOc1ccc2oc(=O)cc(CN3CCN(Cc4ccccc4)CC3)c2c1 | -6% | 6% | 6% | -1% | 6% | -37% | 3% | 1% | 0% | 7
CC(C)(C)n1nnnc1CN(Cc1ccc(F)cc1)Cc1ccco1 | -8% | -4% | -24% | 7% | 0% | -7% | 4% | 15% | 2% | 41
Cc1ccc(C(=O)Nc2ccnc(-c3cccnc3)n2)cc1 | 0% | -2% | ? | -2% | -1% | -19% | -2% | -2% | 2% | -4
COc1ccc(C)cc1N(CC(=O)NC(C)c1ccccc1)S(C)(=O)=O (stereo not drawn) | 14% | 6% | 25% | -6% | -1% | -1% | -5% | 0% | 1% | 3
O=C1NN(c2ccc(F)cc2)C(=O)/C1=C\C=C\c1ccco1 | -2% | -9% | 18% | -26% | -8% | ? | 8% | 3% | 3%[46.1 µM] | -4
COC(=O)C1=C(C)Nc2ncnn2C1c1ccccn1 (stereo not drawn) | · | -7% | -1% | -8% | 4% | 2% | 41% | ? | · | 28
CCC(CO)Oc1cc(NC(=O)c2ccccc2F)c2ncn(C(C)C)c2c1 (stereo not drawn) | -2% | · | 29% | · | -4% | · | 11% | · | 4% | 55
CCCN(CCC)C(=O)CC(c1ccccc1)c1ccc(C)cc1O (stereo not drawn) | · | 0% | 12% | -9% | -3% | ? | · | ? | · | 38
Cc1ccccc1OCc1csc(N)n1 | -1% | -3% | -16% | 1% | 3% | -20% | -1% | 6% | 4% | 8
O=C(CN1CCN(c2ccccc2)CC1)NCc1ccc(F)cc1 | -6% | -2% | -3% | -3% | 5% | -18% | -3% | -6% | -1% | 6
CNC[C@@H]1Oc2ccc(NS(=O)(=O)c3ccc(Cl)cc3)cc2C(=O)N([C@H](C)CO)C[C@@H]1C | -3% | · | -19% | · | 1% | · | -2% | · | -9% | -7
COc1ccc(/C=C2\N=C(c3ccc(C)cc3)OC2=O)cc1 | -2% | 4% | 0% | 15% | 22% | -20% | 4% | -2% | · | 4
Cc1ccc(S(=O)(=O)N2CCOCC2)cc1NC(=O)COc1ncnc2ccccc12 | 0% | ? | 17% | ? | 3% | 0% | 6% | 5% | -2%[46.1 µM] | 56
Cc1[nH]c2ccccc2c1C(=O)C(=O)NC1CC1 | -5% | 14% | 7% | 20% | -2% | · | 6% | -2% | 10% | 4
Cn1c(N)c(C(=O)CSc2ccccn2)c(=O)n(C)c1=O | 0% | -16% | 21% | 4% | 5% | -10% | 11% | 0% | 1%[46.1 µM] | -2
CN(Cc1ccc(-n2cccn2)cc1)Cc1nc(-c2cnccn2)no1 | -6% | -1% | -32% | -10% | -1% | 0% | 10% | 2% | -7% | -5
OCCC1CN(Cc2nc3ccccc3s2)CCN1C1CCCCC1 (stereo not drawn) | -3% | 12% | 9% | 2% | -4% | -15% | -1% | 2% | -1% | 9
N#C/C(=C\c1ccccc1)c1n[nH]c(Cn2cncn2)n1 | -5% | 1% | 19% | 2% | 6% | 0% | -5% | 1% | 2% | 5
Cc1ccc(-c2n[nH]c(=O)c3ccccc23)cc1S(=O)(=O)Nc1ccc(F)cc1 | -2% | · | -35% | 6% | -6% | · | -4% | -4% | 14% | -11
COc1cccc(C(=O)NC2CCN(CC(=O)Nc3cccc(C)c3C)CC2)c1 | -3% | 1% | 8% | -15% | -1% | -9% | 6% | 4% | -3% | -7
CC(=O)c1c(C)nn(C(=O)c2cccs2)c1C | -2% | -14% | -21% | 267%[activator] | 0% | -4% | -10% | 0% | -29% | -5
CC[C@@H](C)[C@H](NC(=O)CNC(=O)Cc1c(C)c2c(cc(C)c3c(C)coc32)oc1=O)C(=O)O | -7% | 18% | -5% | ? | 60% | 6% | 1% | -6% | -23% | 0
Cc1cccc(NC(=O)NNC(=O)c2ccc3ccccc3c2O)c1 | -4% | 5% | -18% | 9% | 150%[activator] | ? | -7% | 2% | 17% | -14
Cc1c(Br)c([N+](=O)[O-])nn1CCCC(=O)NC(C)c1ccccc1 (stereo not drawn) | -8% | ? | 0% | -1% | -1% | -11% | 1% | -8% | -13% | -3
C1CC(=NN=C2CCSCC2)CCS1 | -3% | · | 4% | · | 4% | · | · | · | -5% | ·
CC(C)(C)CC(=O)N1CCC(c2nc3c(nnn3Cc3c(F)cccc3Cl)c(=O)[nH]2)CC1 | -7% | -5% | -7% | 1% | -11% | -4% | 2% | -1% | -28% | -20
Cc1ccc(C(=O)C2=C(O)C(=O)N(c3ncccn3)C2c2ccc(F)cc2)o1 (stereo not drawn) | -1% | 54%[activator] | -21% | -6% | 5% | · | -4% | 1% | 6% | 4
CC1CCCC(NC(=O)CN2C(=O)NC(c3ccccc3)(c3ccccc3)C2=O)C1C (stereo not drawn) | 0% | · | -9% | · | -1% | · | -3% | 6% | -2% | -2
O=C1C=C(c2ccccc2)CC(/C=C/c2ccccc2)C1 (stereo not drawn) | -1% | 9%[11.5 µM] | -14% | 1% | -7% | -7% | 9% | 16µM* | 1%[46.1 µM] | -10
Cc1cc(NC(=O)CSc2nnc(COc3cccc(C)c3C)n2C)no1 | -1% | -2% | 22% | -6% | 4% | 14% | -1% | -3% | -7% | -3
CN(CC(=O)Nc1ccc(F)c(F)c1F)C(=O)C1CCC1 | -2% | · | 5% | · | 3% | · | 1% | 1% | -6% | -3
NC(=O)c1c(NC(=O)c2ccccc2)sc2c1CCc1ccccc1-2 | -4% | 5% | 27% | 13% | 44% | ? | -2% | 3% | 1% | 8
COc1ccccc1-c1c(C#N)c(SCC(=O)N2CCCC2)nc(C)c1C(N)=O | · | 10% | · | -3% | · | -8% | 0% | 4% | · | 6
CC(CNC(=S)Nc1cc(F)cc(F)c1)CSc1ccc(Cl)cc1 (stereo not drawn) | 1% | -4% | -72%[inhibitor] | -5% | -1% | ? | 4% | -5% | -4% | -27
COc1ccc2c(C)nc(Nc3nc(C)cc(C)n3)nc2c1 | -5% | -4% | -17% | 1% | 3% | 6% | -1% | -1% | 0% | -20
Cc1ccc(S(=O)(=O)N2CCCCC2)cc1C(=O)NCc1ccncc1 | -1% | -10% | -24% | -1% | -3% | -6% | 2% | 3% | 4% | -8
CC1(C)OC(c2ccccc2)=C/C(=C/C=Nc2ccccc2)O1 | -4% | 25% | -54%[inhibitor] | 13% | 10% | 10% | -2% | 1% | -6%[46.1 µM] | 7
O=C(O)CC1=C(Nc2ccccc2)C(=O)N(c2ccccc2)C1c1ccc(F)cc1 (stereo not drawn) | 3% | -1% | 6% | 1% | -1% | 4% | 0% | -1% | -6%[46.1 µM] | -6
O=C(COc1cccnc1[N+](=O)[O-])NCCc1ccc(Cl)cc1 | -2% | ? | 10% | 11% | -2% | -10% | 0% | 5% | -5% | 3
CSc1nnc(-c2ccccc2)c(=O)[nH]1 | 0% | -2% | 3% | -1% | 0% | 4% | 6% | 5% | 9% | -3
CC1CN(C(C)C)C(=S)N(c2ccccc2)C1=O (stereo not drawn) | -4% | · | -22% | · | 2% | · | · | · | 2% | ·
O=C(COC(=O)C1CC1)Nc1ccc2c(c1)OCO2 | -1% | · | 3% | 7% | 7% | -2% | 4% | -5% | -5% | 6
